CHX counter: counter-screen for Shiga toxin inhibitors: cycloheximide protein synthesis inhibition. cell reporter, cycloheximide protein synthesis inhibition counterscreen. max response, %. actives 12% (n = 300,000); in the data active = max response mostly above about 13%, no sharp cut-off; inactive = mostly below about 14%; also: read at 38.3 µM for the half of the compounds with a filed dose; 0% is about no effect
AmpC detergent: inhibitors of E. coli AmpC beta-lactamase with detergent; P00811; AmpC hydrolysis of nitrocefin, absorbance 480 nm, 0.01% Triton; Potency, µM (highest dose often 114 µM), inactives show at the highest dose activity change, negative = inhibition, hits mostly inhibitors; actives 0.041% (n = 370,000);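 also: potency is read from the fitted curve at half-maximal effect; 0% = no-compound wells and -100% = no-enzyme wells; nearly all actives have a fitted effect of over 25% in size; some results filed as inactive show a strong effect at the top dose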
Target sequence (P00811 whole entry, looked up): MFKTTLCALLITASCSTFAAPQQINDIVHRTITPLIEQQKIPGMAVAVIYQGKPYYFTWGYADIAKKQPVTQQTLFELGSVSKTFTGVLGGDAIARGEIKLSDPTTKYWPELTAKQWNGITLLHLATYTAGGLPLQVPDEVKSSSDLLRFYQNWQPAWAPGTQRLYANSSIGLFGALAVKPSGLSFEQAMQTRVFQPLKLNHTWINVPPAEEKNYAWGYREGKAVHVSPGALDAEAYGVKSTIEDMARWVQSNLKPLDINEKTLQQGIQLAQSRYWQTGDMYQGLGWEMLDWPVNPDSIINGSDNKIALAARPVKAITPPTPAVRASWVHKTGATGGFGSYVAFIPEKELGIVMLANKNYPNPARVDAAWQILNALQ
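20 mM phosphate pH 7.0 + 0.01% (detergent screen) or 0.0001% Triton X-100; 5.3 nM AmpC reagent; cpd preinc 15 min RT; nitrocefin (800 uM stock) to start; A480 q20 s × 4 min; Activity was normalised to no-enzyme and no-compound control wells.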
AMA1-RON2 inh: inhibitors of Plasmodium falciparum AMA1-RON2 interaction | AlphaScreen AMA1-biotinylated RON2 peptide binding | Potency, µM (titrated, usually from 58.2 µM), for the others: at the top dose activity change, negative = inhibition, actives largely listed as inhibitors | actives 0.2% (n = 360,000) | AID 720542;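 also: potency is read from the fitted curve at half-maximal effect; 0% = vehicle wells and -100% = peptide control; nearly all actives have a fitted effect of over 45% in size; some results filed as inactive show a strong effect at the top dose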
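AMA1 (3D7) with his tag at 25 nM final met compounds first, then biotinylated RON2 peptide at 25 nM; detection used donor plus acceptor beads, 10 µg/mL apiece, read by AlphaScreen after 30 min at room temperature.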
Giardia FBPA inh: blocks Giardia fructose-bisphosphate aldolase activity; AID 2451; purified Giardia FBPA; actives 0.71% (n = 290,000); Potency, µM (top dose mostly 59.6 µM), inactives show at the top dose activity, negative = inhibition, actives largely listed as inhibitors; also: potency is read from the fitted curve at half-maximal effect; % is scaled to controls: 0 for no effect and ±100 for the full control effect; nearly all actives have a fitted effect of over 55% in size
Target sequence (A8B2U2 whole entry, looked up): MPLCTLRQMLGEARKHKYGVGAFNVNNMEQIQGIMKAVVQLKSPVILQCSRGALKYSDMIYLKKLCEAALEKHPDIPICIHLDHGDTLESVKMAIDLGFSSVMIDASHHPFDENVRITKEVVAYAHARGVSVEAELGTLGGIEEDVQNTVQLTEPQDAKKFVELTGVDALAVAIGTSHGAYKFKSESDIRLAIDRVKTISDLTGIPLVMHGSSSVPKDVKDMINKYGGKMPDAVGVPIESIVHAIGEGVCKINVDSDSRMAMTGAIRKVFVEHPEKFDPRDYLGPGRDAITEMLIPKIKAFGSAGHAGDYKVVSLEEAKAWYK
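Giardia FBPA (40 nM reagent) was preincubated 10 min at RT with compound (up to 57.5 uM final), then substrate plus GAPDH/TPI/NAD/arsenate coupling system with diaphorase/resazurin was added; resorufin fluorescence (525/598 nm) was read after 20 min.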
Shiga toxin inh: blocks Shiga toxin action in Vero cells; AID 2315; inhibition, % at 38.7 µM; Vero cells, Shiga toxin protein synthesis inhibition reporter; actives 9.2% (n = 290,000); in the data active = inhibition mostly above about 28%, no sharp cut-off; inactive = mostly below about 43%; also: 0% is about no effect
HCMV inh: human cytomegalovirus inhibition; HFF cells, HCMV-luciferase reporter, 72 h; active compounds read low; activity change, negative = inhibition, % at 57.5 µM; actives 4.5% (n = 410,000); AID 1259415; in the data active = activity change below about -60%; inconclusive = no clear call, values can overlap the other calls; inactive = above about -39%; also: % is scaled to controls: 0 for no effect and ±100 for the full control effect
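Cell-based, HFFs, 1000 cells/well, 16 h 37C; cpds in DMSO + HCMV-luc, MOI 1 PFU/cell; 72 h 37C; OneGlo luminescence after 5 min RT; norm. to buffer vs Salinomycin 10uM.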
AmpC no deterg: AmpC beta-lactamase inhibition without detergent; Potency, µM (top dose mostly 57.1 µM), without a hit: at the top dose activity change, negative = inhibition, actives largely listed as inhibitors; actives 0.52% (n = 330,000); AmpC nitrocefin hydrolysis, absorbance 480 nm, 0.0001% Triton; P00811;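 also: potency is read from the fitted curve at half-maximal effect; plate controls were no compound for no effect and no enzyme for full effect; nearly all actives have a fitted effect of over 20% in size; some results filed as inactive show a strong effect at the top dose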
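20 mM phosphate pH 7.0 + 0.01% (detergent screen) or 0.0001% Triton X-100; 5.3 nM AmpC reagent; cpd preinc 15 min RT; nitrocefin (800 uM stock) to start; A480 q20 s × 4 min; Activity was normalised to no-enzyme and no-compound control wells.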
Active calls of the source: *; [ ] = dose if it differs, or a comment. Unless noted, calls follow the shape of the dose curve; as a rule, active = well fitted curve in the direction sought with a large enough effect; inconclusive = small, poorly fitted or top-dose-only effect, or another doubt; inactive = no such curve, though single readings can be large; an effect the other way counts as inactive or inconclusive. This is a random part of the collection, and some 16% of all compounds hit somewhere here.

Screening COc1ccccc1CNC(=O)c1cccc(C)c1[N+](=O)[O-] returned CHX counter 7, AmpC detergent inconclusive, AMA1-RON2 inh -6%, Giardia FBPA inh -8%, Shiga toxin inh -3, HCMV inh 27 and AmpC no deterg -6%.
CC(C)c1cccc(C(C)C)c1NC(=O)COC(=O)C1CCC1 was read as AmpC detergent -5%, AMA1-RON2 inh -2%, HCMV inh -28 and AmpC no deterg -3%.
Screening Cc1n[nH]c(C)c1N1C(=O)c2cccc3cc(Br)cc(c23)C1=O returned CHX counter -1, AmpC detergent -6%, AMA1-RON2 inh -2%, Giardia FBPA inh -2%, Shiga toxin inh -17, HCMV inh 39 and AmpC no deterg -2%.
CCOC(=O)c1nc(C)sc1-c1ccnn1S(=O)(=O)c1cccc(Cl)c1 was read as CHX counter 1, AmpC detergent -7%, AMA1-RON2 inh -1%, Giardia FBPA inh 0%, Shiga toxin inh 17, HCMV inh -3 and AmpC no deterg 149%[activator].
For COC(=O)/C=C1/S/C(=N/N=C/c2ccco2)NC1=O the results were CHX counter -2, AmpC detergent -1%, AMA1-RON2 inh 6%, Giardia FBPA inh -7%, Shiga toxin inh -15, HCMV inh 1 and AmpC no deterg -16%.
`COc1ccc(CCCc2nnc(SCc3nc4ccccc4c(=O)[nH]3)n2C)c(C)c1` gave CHX counter 1, AmpC detergent 5%, AMA1-RON2 inh 6%, Giardia FBPA inh 0%, Shiga toxin inh 15, HCMV inh -33 and AmpC no deterg -10%.
For CCn1c2ccc(F)cc2c2nnc(NN)nc21 the results were CHX counter -1, AmpC detergent 6%, AMA1-RON2 inh 55%[activator], Giardia FBPA inh inconclusive, Shiga toxin inh -9, HCMV inh -1 and AmpC no deterg 0%.
Screening COc1ccccc1CCNC(=O)C1CCC(=O)N(Cc2ccccc2OC)C1 (stereo not given) returned CHX counter 15*, AmpC detergent 4%, AMA1-RON2 inh -8%, Shiga toxin inh 23, HCMV inh 45 and AmpC no deterg 57%.
O=C(NC1CCCC1)C1CCCN1C(=O)Oc1ccccc1 (stereo not given) was read as CHX counter 9, AmpC detergent 1%, AMA1-RON2 inh -1%, Giardia FBPA inh -1%, Shiga toxin inh 17, HCMV inh -5 and AmpC no deterg -3%.
Screening COc1ccc(C(=O)CSc2nnc(-c3ccco3)n2CC2CCCO2)cc1 (stereo not given) returned CHX counter -1, AmpC detergent -12%, AMA1-RON2 inh 1%, Giardia FBPA inh -2%, Shiga toxin inh 2, HCMV inh 6 and AmpC no deterg 39%.
Screening CCOc1cc(N2CCOCC2)c(OCC)cc1NC(=O)CN1C(=O)NC2(CCCCC2C)C1=O (stereo not given) returned AmpC detergent inconclusive, AMA1-RON2 inh 19%, HCMV inh -22 and AmpC no deterg 145%[activator].
Screening CCCc1nc2c(c(=O)c3ccccc3n2C)c(=O)n1-c1cc(C)cc(C)c1 returned CHX counter -1, AmpC detergent -1%, AMA1-RON2 inh 1%, Giardia FBPA inh 1%, Shiga toxin inh 13, HCMV inh 29 and AmpC no deterg -41%.
COc1cc(C(=O)N/C(=C/c2ccc(F)cc2)C(=O)NC(C(=O)O)c2ccccc2)cc(OC)c1OC (stereo not given) was read as CHX counter 4, AmpC detergent 3%, AMA1-RON2 inh -7%, Giardia FBPA inh -7%, Shiga toxin inh 20, HCMV inh -19 and AmpC no deterg -14%.
CCN1CCN(CC(=O)Nc2ccc(C)c(Br)c2)CC1 was read as CHX counter -3, AmpC detergent -12%, AMA1-RON2 inh 6%, Giardia FBPA inh inconclusive, Shiga toxin inh -4, HCMV inh 83 and AmpC no deterg -7%.
For CN(Cc1ccccc1)C(=O)COC(=O)c1ccc2c(c1)OCO2 the results were CHX counter 33*, AmpC detergent -1%, AMA1-RON2 inh -8%, Giardia FBPA inh 6%, Shiga toxin inh 54*, HCMV inh -20 and AmpC no deterg -10%.
For Cn1c(CC(=O)Nc2ccccc2)nnc1SCC(=O)NC1CCCC1 the results were CHX counter -8, AmpC detergent -11%, AMA1-RON2 inh -12%, Giardia FBPA inh 2%, Shiga toxin inh -10, HCMV inh -7 and AmpC no deterg -27%.
For COc1ccc(/C=C/C(=O)OCC(=O)c2ccc3c(c2)NC(=O)CO3)c(OC)c1 the results were CHX counter -2, AmpC detergent -4%, AMA1-RON2 inh 5%, Giardia FBPA inh 4%, Shiga toxin inh -10, HCMV inh inconclusive and AmpC no deterg -11%.
Screening COC(=O)/C=C/c1c(C)nc(NCc2ccccc2)nc1Cl returned CHX counter -2, AmpC detergent -4%, AMA1-RON2 inh -1%, Giardia FBPA inh 9%, Shiga toxin inh -7, HCMV inh -23 and AmpC no deterg -50%.
For COc1ccc(C(=O)NC(=S)NC(C)C)cc1Br the results were CHX counter 23*, AmpC detergent 1%, AMA1-RON2 inh 10%, Giardia FBPA inh 0%, Shiga toxin inh 65*, HCMV inh 12 and AmpC no deterg -21%.
Screening COCC(C)NC(=O)Cn1c(SCc2ccccc2)nc2ccccc21 (stereo not given) returned CHX counter 6, AmpC detergent 2%, AMA1-RON2 inh 6%, Giardia FBPA inh -6%, Shiga toxin inh 2, HCMV inh 0 and AmpC no deterg 6%.
COc1ccc(OC)c(-n2c(SCC(=O)N3CCc4ccccc43)nc3c(c2=O)SCC3)c1 was read as CHX counter -2, AmpC detergent -5%, AMA1-RON2 inh -6%, Giardia FBPA inh -2%, Shiga toxin inh -5 and AmpC no deterg -27%.
`OC(c1ccccn1)(c1ccccn1)c1ccccn1` gave CHX counter 2, AmpC detergent 0%, AMA1-RON2 inh -3%, Giardia FBPA inh -25%, Shiga toxin inh 10, HCMV inh -34 and AmpC no deterg 6%.
`CN1CCN(C(c2ccc(C(F)(F)F)cc2)c2ccc3cccnc3c2O)CC1` (stereo not given) gave CHX counter -3, AmpC detergent 0%, AMA1-RON2 inh -24%, Giardia FBPA inh -26%, Shiga toxin inh -15, HCMV inh -97* and AmpC no deterg -1%.
CN1C(=O)CSc2ccc(C(=O)O)cc21 was read as CHX counter -6, AmpC detergent -7%, AMA1-RON2 inh 7%, Giardia FBPA inh -6%, Shiga toxin inh -11, HCMV inh 15 and AmpC no deterg -14%.
Screening O=C(Nc1ccc(C(=O)N2CCN(c3ccccc3)CC2)cc1)C1=CSCCO1 returned CHX counter 13, AmpC detergent inconclusive, AMA1-RON2 inh 1%, Giardia FBPA inh 6%, Shiga toxin inh 23, HCMV inh inconclusive and AmpC no deterg 60%.
`CC1CCN(S(=O)(=O)N2CCC(C(=O)NCCC3=CCCCC3)CC2)CC1` gave CHX counter -6, AmpC detergent 0%, AMA1-RON2 inh 12%, Giardia FBPA inh 0%, Shiga toxin inh -6, HCMV inh -14 and AmpC no deterg 1%.
For O=C(Nc1cccnc1)C1CCN(S(=O)(=O)c2ccc(Cl)cc2)CC1 the results were CHX counter -1, AmpC detergent inconclusive, AMA1-RON2 inh -5%, Giardia FBPA inh 28%, Shiga toxin inh -11, HCMV inh -10 and AmpC no deterg -4%.
`COC(=O)N(C)c1nc2ccccc2s1` gave CHX counter 36*, AmpC detergent inconclusive, AMA1-RON2 inh 13%, Giardia FBPA inh -1%, Shiga toxin inh 65, HCMV inh 7 and AmpC no deterg -5%.
Screening CCOC(=O)c1c(C)[nH]c(C(=O)COC(=O)CCSc2ccccc2)c1C returned CHX counter 46*, AmpC detergent -5%, AMA1-RON2 inh 4%, Giardia FBPA inh -4%, Shiga toxin inh 60*, HCMV inh 38 and AmpC no deterg -32%.
Screening O=C(Nc1ccc(-n2nncc2-c2ccco2)cc1)c1cc2ccccc2oc1=O returned CHX counter 17, AmpC detergent 2%, AMA1-RON2 inh inconclusive, Giardia FBPA inh 1%, Shiga toxin inh 28 and AmpC no deterg -21%.
O=C(Nc1ccc(S(=O)(=O)N2CCCC2)cc1)c1ccccc1 was read as AmpC detergent -5%, AMA1-RON2 inh 7%, HCMV inh 4 and AmpC no deterg -20%.
`NC(=O)c1ccccc1OCC(=O)N1CCCC1c1ccc2c(c1)OCCCO2` (stereo not given) gave AmpC detergent -10%, AMA1-RON2 inh -16%, HCMV inh -14 and AmpC no deterg -20%.
Cc1cccc(-n2nnc3c(=O)n(CC(=O)Nc4cc(C)on4)cnc32)c1 was read as CHX counter -2, AmpC detergent 1%, AMA1-RON2 inh 16%, Giardia FBPA inh -4%, Shiga toxin inh -26, HCMV inh -7 and AmpC no deterg -30%.
For Cc1ccc2c(c1)-c1ccccc1S(=O)(=O)N2 the results were CHX counter 1, AmpC detergent 0%, AMA1-RON2 inh 18%, Giardia FBPA inh -6%, Shiga toxin inh 20, HCMV inh 19 and AmpC no deterg -17%.
Screening Cc1ccc(C)c(N2CCN(C(=O)c3cc4ccccc4oc3=O)CC2)c1 returned CHX counter -2, AmpC detergent -10%, AMA1-RON2 inh -3%, Giardia FBPA inh 1%, Shiga toxin inh -5, HCMV inh -62* and AmpC no deterg 53%.
`CC(=O)NCc1ccc(S(=O)(=O)NC(C)CCc2ccccc2)cc1` (stereo not given) gave CHX counter -3, AmpC detergent -4%, AMA1-RON2 inh -9%, Giardia FBPA inh 10%, Shiga toxin inh -7, HCMV inh -15 and AmpC no deterg 0%.
O=C(CN1C(=O)COc2ccccc21)N(Cc1cccnc1)Cc1cccc(F)c1 was read as CHX counter -3, AmpC detergent -1%, AMA1-RON2 inh 15%, Giardia FBPA inh 6%, Shiga toxin inh -5, HCMV inh 48 and AmpC no deterg -2%.
O=C(c1ccco1)C12CN3CN(CN(C3)C1)C2 was read as CHX counter -4, AmpC detergent -1%, AMA1-RON2 inh 4%, Giardia FBPA inh 2%, Shiga toxin inh 5, HCMV inh 27 and AmpC no deterg -6%.
For CC(=O)Nc1cc(C(=O)N2CCCC2)ccc1Sc1ccc(Cl)cc1 the results were CHX counter 0, AmpC detergent -14%, AMA1-RON2 inh -8%, Giardia FBPA inh 0%, Shiga toxin inh -9, HCMV inh -35 and AmpC no deterg 42%.

Part of the list above in order of number of heavy atoms, rising:
For CC(=O)Nc1cc(C(=O)N2CCCC2)ccc1Sc1ccc(Cl)cc1 the results were CHX counter 0, AmpC detergent -14%, AMA1-RON2 inh -8%, Giardia FBPA inh 0%, Shiga toxin inh -9, HCMV inh -35 and AmpC no deterg 42%.
Screening Cc1ccc(C)c(N2CCN(C(=O)c3cc4ccccc4oc3=O)CC2)c1 returned CHX counter -2, AmpC detergent -10%, AMA1-RON2 inh -3%, Giardia FBPA inh 1%, Shiga toxin inh -5, HCMV inh -62* and AmpC no deterg 53%.
`NC(=O)c1ccccc1OCC(=O)N1CCCC1c1ccc2c(c1)OCCCO2` (stereo not given) gave AmpC detergent -10%, AMA1-RON2 inh -16%, HCMV inh -14 and AmpC no deterg -20%.
